DT40 TDP1 CPT: growth inhibition of DT40 Tdp1-/-;hTDP1 cells with camptothecin (screen for TDP1 inhibitors); chicken DT40 Tdp1-/-;hTDP1 cells + 20 nM CPT, ATP luminescence, 48 h; Potency, µM (titrated, usually from 46.2 µM), for inactives: at the top dose activity change, negative = growth inhibition, actives largely listed as inhibitors; actives 12% (n = 420,000); note: nearly all actives have a fitted effect of over 55% in size
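Cell growth measured by CellTiter-Glo luminescence after a minimum 48 h, 37 C compound exposure with 20 nM CPT in Tdp1-knockout DT40 cells stably expressing hTDP1, seeded 400/well; qHTS titration format.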
FEN1 inh: inhibitors of human flap endonuclease 1; P39748; Recombinant FEN1 flap cleavage, fluorescence, 15 min; Potency, µM (highest dose often 114 µM), for inactives: at the highest dose activity change, negative = inhibition, most hits filed as inhibitors; actives 0.35% (n = 390,000); AID 588795; note: nearly all actives have a fitted effect of over 65% in size
Target sequence (P39748 whole entry, looked up): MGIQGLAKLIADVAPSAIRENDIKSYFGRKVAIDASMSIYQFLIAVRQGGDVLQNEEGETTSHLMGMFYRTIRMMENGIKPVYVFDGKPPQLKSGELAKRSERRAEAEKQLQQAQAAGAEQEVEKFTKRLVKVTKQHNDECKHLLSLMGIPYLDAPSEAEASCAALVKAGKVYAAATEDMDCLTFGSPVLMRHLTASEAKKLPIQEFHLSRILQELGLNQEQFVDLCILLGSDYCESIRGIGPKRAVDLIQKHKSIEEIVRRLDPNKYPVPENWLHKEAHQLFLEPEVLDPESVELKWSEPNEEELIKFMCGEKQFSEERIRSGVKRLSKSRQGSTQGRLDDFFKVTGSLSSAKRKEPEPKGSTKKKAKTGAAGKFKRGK
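Concentration–response screening of FEN1 (10 nM): 15 min compound preincubation at room temperature, reaction started with 50 nM substrate and read at 0 and 15 min. Corrected, normalized data were fitted by a four-parameter Hill equation.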
N370S GC: inhibitors or activators of N370S glucocerebrosidase for Gaucher disease; AID 2101; actives 0.092% (n = 330,000); N370S GC spleen homogenate, 4MU-glucoside fluorescence; Potency, µM (top dose mostly 59.4 µM), without a hit: at the top dose activity change, negative = inhibition, actives largely listed as inhibitors; P04062;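 note: 0% = full enzyme activity and -100% = no enzyme basal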
Active calls of the source: *; u = inconclusive; x = no result given; & = joins results of further samples; [ ] = remark or other dose. Calls come from the whole dose curve; as a rule, active = well fitted curve in the direction sought with a large enough effect; inconclusive = small, poorly fitted or top-dose-only effect, or another doubt; inactive = no such curve, though single readings can be large; an effect the other way counts as inactive or inconclusive. Unless noted, % is set by controls: 0 for no effect and ±100 for the full control effect; potency is the fitted concentration of half-maximal effect. These rows are one share of the data, so the mix of outcomes need not match the whole.

SMILES	DT40 TDP1 CPT	FEN1 inh	N370S GC
CN(CC(=O)Nc1ccccc1Cl)C(=O)COC(=O)CSc1ccc(F)cc1	0%	4%	-1%
CCc1nnc(NC(=O)CSCc2cc(=O)n3cc(C)sc3n2)s1	-18%	-4%	-12%
O=C(NCCc1ccccc1)c1ccc(NC(=O)c2cccnc2)cc1	-15%	-1%	-21%
CC(C)(C)NC(=O)NC(=O)CN1CCC(Cc2ccccc2)CC1	-24%	-2%	-12%
O=C(O)CCC(=O)NCC(=O)c1ccc(F)cc1	5%	-2%	-13%
N#Cc1ccccc1S(=O)(=O)N1CCN(C(=O)C2COc3ccccc3O2)CC1 (stereo unspecified)	-10%	-5%	x
COc1cc(/C=N/N2CCN(Cc3ccccc3)CC2)cc(OC)c1OC(C)=O	35%[activator]	-2%	-5%
CN(C)CCn1c(=O)n(Cc2ccccc2)c(=O)c2c3c(sc21)CCCCC3	-7%	-18%	-4%
Cc1nnc(C)n1/N=C/C=C/c1ccccc1	15%	6%	9%
CC(C)N(C(=O)CC1ON(C)C(=O)N1c1ccc(Cl)cc1)C(C)C (stereo unspecified)	u	-6%	6%
CCNC(=S)N1CCN(CCN=CC2=C(O)CC(c3ccco3)CC2=O)CC1 (stereo unspecified)	-14%	5%	12%
CCCS(=O)(=O)C(=C1NCCO1)S(=O)(=O)CCC	-4%	-4%	1%
CCOc1ccccc1NC(=O)CSc1cc(=O)n(CC)c2ccccc12	u	4%	x
COc1ccccc1NC(NC(=O)c1cccnc1)C(Cl)(Cl)Cl (stereo unspecified)	u	16%	-2%
O=C(CS(=O)(=O)c1ccccc1)NCc1ccccc1	-8%	-12%	0%
Cc1ccc(C)c(Cn2c(=O)n(-c3ccc(Cl)cc3)c(=O)c3c(C)c(C)sc32)c1	-10%	4%	x
Cc1cc(C(=O)NNC(=O)c2nn(C)c(=O)c3ccccc23)c(C)o1	-19%	0%	-13%
COc1ccc(NC(=O)c2cn3c4c(ccc(Cl)c4c2=O)OC(C)C3)cc1OC (stereo unspecified)	-9%	4%	x
CCOc1ccc(NS(=O)(=O)c2cccc(C(=O)NCC3(N(C)C)CCCCC3)c2)cc1	-18%	2%	-9%
COC(=O)c1cc(COC(=O)COc2ccc(C)c(C)c2)oc1C	14%	4%	16%
Fc1ccc(NCc2nnc3n2CCCCC3)cc1Cl	-4%	6%	x
CCC(CC)C(=O)Nc1c2c(nn1-c1ccc(F)cc1)CS(=O)(=O)C2	17%	14%	-2%
CN(C)c1c2ccccc2nc2c(F)c(F)c(F)c(F)c12	23µM*	-20%	26%
O=S(=O)(NCCc1csc2nc(-c3ccccc3)nn12)c1ccc(Cl)s1	-22%	0%	x
COc1ccc(OC(C)C(=O)NCCc2nc3ccccc3[nH]2)cc1 (stereo unspecified)	u	0%	-12%

Looked up by structure from the entries so far, 4 records:
SMILES	DT40 TDP1 CPT	FEN1 inh	N370S GC
CCC(CC)C(=O)Nc1c2c(nn1-c1ccc(F)cc1)CS(=O)(=O)C2	17%	14%	-2%
O=C(CS(=O)(=O)c1ccccc1)NCc1ccccc1	-8%	-12%	0%
CCc1nnc(NC(=O)CSCc2cc(=O)n3cc(C)sc3n2)s1	-18%	-4%	-12%
CCNC(=S)N1CCN(CCN=CC2=C(O)CC(c3ccco3)CC2=O)CC1 (stereo unspecified)	-14%	5%	12%

Compound profiles, as listed above. Order of screens: DT40 TDP1 CPT | FEN1 inh | N370S GC
COc1ccc(OC(C)C(=O)NCCc2nc3ccccc3[nH]2)cc1 (stereo unspecified) reads u | 0% | -12%
CN(C)CCn1c(=O)n(Cc2ccccc2)c(=O)c2c3c(sc21)CCCCC3 reads -7% | -18% | -4%
CCCS(=O)(=O)C(=C1NCCO1)S(=O)(=O)CCC reads -4% | -4% | 1%
CC(C)(C)NC(=O)NC(=O)CN1CCC(Cc2ccccc2)CC1 reads -24% | -2% | -12%
CCOc1ccccc1NC(=O)CSc1cc(=O)n(CC)c2ccccc12 reads u | 4% | x

Going on with the list:
SMILES	DT40 TDP1 CPT	FEN1 inh	N370S GC
O=c1[nH]c(/C=C/c2cccnc2)c([N+](=O)[O-])c(=O)[nH]1	28%	8%	13%
COc1ccc(C(=O)N(C)Cc2ccc(C)o2)cc1OC1CCN(C(C)=O)CC1	u	-12%	-20%
CCN(CC(=O)Nc1c(F)cccc1F)C(=O)CC1CCCCC1	-6%	3%	x
CSC[C@H](NC(=O)Cc1c(C)c2cc3c(C)c(C)oc3cc2oc1=O)C(=O)N[C@@H](Cc1ccccc1)C(=O)O	-4%	2%	6%
COc1cc(NC(=O)C2CCC(CNS(=O)(=O)c3csc(C(N)=O)c3)CC2)cc(OC)c1 (stereo unspecified)	-10%	-13%	-7%
CC(=O)N1CCCc2cc(S(=O)(=O)N3CCCC(C(=O)NCc4ccc(C)cc4)C3)ccc21 (stereo unspecified)	18µM*	-4%&17%	-2%
Cc1cc(N/N=C/c2ccc(O)cc2O)nc(N2CCOCC2)n1	-3%	-12%	-11%
CC(=O)N1c2ccc(S(=O)(=O)N3CCC(C(=O)N4CCN(c5ccc(Cl)cc5)CC4)CC3)cc2CC1C (stereo unspecified)	16µM*	-13%	-2%
CCCCc1ccc(NC(=O)CN2C(=O)NC(Cc3ccccc3)C2=O)cc1 (stereo unspecified)	-27%	12%	-2%
CC(=O)c1ccc(NC(=O)CCc2ccc(C)o2)cc1	26%	9%	3%
Cc1cccc(-n2nc3c(c2NC(=O)c2ccco2)CS(=O)(=O)C3)c1C	2%	4%	-7%
CCOC(=O)C1CCN(C(=O)CSC2=NCCS2)CC1	-16%	2%	2%
COc1ccc2c(c1)NC(c1ccc(F)cc1)=NC(c1ccc(F)cc1)=N2	u	-22%	x
COCOc1ccc(/C=C/C(=O)c2c(OCOC)cc(OCOC)c(CC=C(C)C)c2O)cc1OCOC	u	-7%	x
COc1ccc(S(=O)(=O)N2CCCCC2)cc1NS(=O)(=O)c1ccc(CNC(C)=O)cc1	-28%	6%	x
O=C(O)CC(NC(=O)C(c1ccccc1)c1ccccc1)c1ccc(F)cc1 (stereo unspecified)	-1%	-4%	-2%
COc1ccc(OCC(=O)c2c(O)c3ccccc3oc2=O)cc1	u	-18%	5%
CCOC(=O)C1CCCN(C(=O)Cn2ncc3c(C)n(Cc4ccc(Cl)cc4)c(C)c3c2=O)C1 (stereo unspecified)	8.2µM*	-7%	x
CCCOc1ccc(C(=O)OCCN2CCCCC2)c(O)c1	18%	-2%	x
CCNC(=O)c1cnn(-c2ccccc2)c1-c1ccccc1	-26%	17%	-13%
O=C1COc2ccc(C(=O)c3ccccc3C(=O)O)cc2N1	-2%	3%	7%
O=C(O)CN1C(=O)/C(=C\c2cc(Br)ccc2OCc2ccc(Cl)cc2)SC1=S	0%	u	9%
CCCOc1ccc(-c2nc3c(c(=O)[nH]c(=O)n3Cc3ccccc3)n2CCO)cc1OCC	u	6%	25%
O=c1cc(Br)c(O)c(Br)cc1Br	u	u	x
COc1ccc(-c2noc(CCC(=O)NC3CCCCC3)n2)cc1OC	u	-9%	7%

Next records.
SMILES	DT40 TDP1 CPT	FEN1 inh	N370S GC
Nc1ccc(CNc2ncn[nH]2)cc1	-30%	0%	-2%
COc1ccc(NC(=S)NC(=NS(=O)(=O)c2ccc(Cl)cc2)c2ccccc2)cc1	u	-3%	x
COc1ccc(/C=C/C(=O)c2ccc3ccccc3c2O)cc1CN1CCOCC1	u	-1%	-22%
COc1cccc(C(=O)Nc2nc3ccccc3[nH]2)c1	-23%	13%	6%
CCC(C)c1ccc(NC(=S)N2CCN(c3ccccn3)CC2)cc1 (stereo unspecified)	-5%	-2%	-3%
COc1ccc(CCNC(=O)CCCCn2c(=O)c3ccccc3n(Cc3ccccc3)c2=O)cc1OC	u	-2%	x
Cc1cccc(CN2CCC(CNC(=O)C3CCCN(S(=O)(=O)c4cnc[nH]4)C3)CC2)c1 (stereo unspecified)	-3%	-2%	-9%
CCOc1cc2[nH]c(=S)n(CCOC)c(=O)c2cc1OCC	-3%	1%	7%
CCN1CCCC1CNC(=O)CSCc1nc(-c2ccccc2C)oc1C (stereo unspecified)	u	7%	-16%
O=C(CNC(=O)c1ccco1)N/N=C/c1cccs1	27%	23%	1%
O=C(Nc1ccc(Br)cc1)c1cccc(OC(=S)N2CCOCC2)c1	u	-18%	2%
O=C(O)/C=C/C(=O)NCCC1=CCCCC1	7%	23%	-13%
Cc1ccc(NC(=O)CCC(=O)NNC(=O)c2ccccc2[N+](=O)[O-])c(C)c1	16%	15%	-17%
COC(=O)Cn1c(=NC(=O)c2sc3ccccc3c2Cl)sc2cc(S(N)(=O)=O)ccc21	u	-22%	3%
CC(=O)c1c(O)ccc2c(-c3ccccc3)cc(=O)oc12	4%	-3%	-10%
CCCn1c(N)c(C(=O)CSc2nnc(C)n2Cc2ccccc2)c(=O)n(C)c1=O	-11%	12%	-4%
O=C(CSc1nnc(-c2ccccc2NC(=O)c2ccccc2)o1)OC1CCCCC1	-15%	-1%	x
CCOC(=O)c1cnn(-c2ccc(C)cc2)c1N	-8%	4%	-8%
COc1ccc(-c2cc(C(=O)Nc3cc(OC)c(OC)c(OC)c3)no2)cc1OC	u	-15%	1%
Cc1ccc(C2=NN=C(NC(=O)CSc3nncn3C)SC2)cc1	u	4%	-3%
O=C(O)c1ccccc1OCCOCCOc1ccccc1C(=O)O	-13%	-3%	6%
COc1ccccc1C(=O)C1CCCN(C(=O)CSc2ccccn2)C1 (stereo unspecified)	u	3%	-1%
O=C(O)CN1C(=O)SC(Nc2ccc(C(=O)O)cc2)C1=O (stereo unspecified)	-8%	3%	5%
Cc1ccc(NS(=O)(=O)c2ccc(NC(=O)c3cccs3)cc2)c(C)c1	u	-18%	3%
Cc1ccc(N(C(=O)c2csnn2)C(C(=O)NC(C)(C)C)c2ccccn2)cc1 (stereo unspecified)	-15%	-10%	-23%

(continued)
SMILES	DT40 TDP1 CPT	FEN1 inh	N370S GC
COc1ccc(Cl)cc1NC(=S)N1CCN(S(C)(=O)=O)CC1	0%	-4%	9%
COc1ccccc1/C=N/n1c(C)nnc1-n1nc(C)cc1C	-28%	-10%	5%
CCn1c(CNC(=O)c2cccs2)nnc1SCC(=O)NCCc1ccccc1	5%	-5%	5%
CCOC(=O)c1sc(-c2ccc(Br)cc2)cc1N	-27%	-5%	2%[12.8 µM]
Cn1c(=O)c2c(nc(NCCNC(=O)c3ccco3)n2Cc2ccc(F)cc2)n(C)c1=O	-16%	-3%	1%
COc1ccccc1C1/C(=C(/O)c2ccccc2)C(=O)C(=O)N1CC(C)C (stereo unspecified)	-14%	u	1%
COc1ccc(CNC(=O)CCC(=O)c2ccc(C)cc2)cc1OC	-10%	-2%	0%
Cc1ccc(S(=O)(=O)NCC(=O)OCC(=O)NC2CCCCC2)cc1	-10%	-1%	x
O=C(c1ccc([N+](=O)[O-])o1)N1CCN(c2nc3ccc(F)cc3s2)CC1	21µM*	6%	-4%
CCCc1nnc(NC(=O)CC(C)c2ccccc2)s1 (stereo unspecified)	9%	-3%	4%
CC1CCc2cc(F)ccc2N1C(=O)c1ccncc1 (stereo unspecified)	-3%	-1%	7%
COc1ccc(OC)c(-c2csc(NC(=O)C3=COCCO3)n2)c1	16µM*	u	-5%
Cc1cccc(C(=O)NCC(=O)OCC(=O)c2ccc(Cl)s2)c1	-18%	-7%	-1%
COc1ccc(C(=O)CN2CCN(c3ncccn3)CC2)cc1	-21%	-4%	-2%
C=CC[C@@H](CC(=O)N(CCO)Cc1ccccc1)C(=O)N[C@H](COC(=O)[C@@H](CC=C)Cc1ccc(F)cc1)Cc1ccccc1	u	-23%	x
Cc1ccc(S(=O)(=O)N2CCN(C(=O)CC(C)n3nc(C)c(Cl)c3C)CC2)cc1 (stereo unspecified)	-13%	-2%	u
COc1ccc(N2CCN(C(=O)c3cccn3-c3nnc(N4CCCC4)s3)CC2)cc1	u	16%	x
COC(=O)CCC(=O)OC1(C)C(=O)C=C2C=C(C3CC3)N(CCCCO)C=C2C1=O (stereo unspecified)	-13%	-4%	-5%[12.8 µM]
CCOC(=O)C1CCN(CC(=O)Nc2cc(S(=O)(=O)N3CCOCC3)ccc2C)CC1	13%	0%	3%
COc1cccc2c1C(=N)c1c(O)c3c(c(O)c1C2=O)CC(O)(C(C)=O)CC3OC1CC(N)C(O)C(C)O1 (stereo unspecified)	0.16µM*	11µM*	x
CCCOc1ccc(-c2nnc(N)s2)cc1	7%	1%	25%
Cc1cc([N+](=O)[O-])nn1CCCC(=O)N1CCN(c2ccc(F)cc2)CC1	-30%	1%	3%
CCc1ccc2ncc3c(-c4ccc(F)cc4)nn(CC(=O)NCc4ccccc4)c3c2c1	-4%	21%	x
Cc1ccccc1OCCNCC(C)O (stereo unspecified)	-2%	-1%	5%
O=c1c(=NNc2ccccc2Cl)c(=O)c2ccccc12	u	-6%	-9%
